Assay outcomes as filed in PubChem.
GRP78 ERSR act = qHTS for Inducers of the Endoplasmic Reticulum Stress Response (ERSR) in Human Glioma: qHTS; Potency, µM, inactives show at the highest dose activation, hits mostly activators; 420,000 compounds, 0.02% hits; U87-MG GRP78 promoter luciferase reporter, 16 h; AID 602332, 2012; further: potency means the concentration at half of the fitted maximal effect; series mostly up to about 76 µM; % of control where 0% means no effect; nearly all actives have a fitted effect of over 35% in size
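Stably transfected U87-MG human glioma cells carrying a GRP78-based luminescent sensor were seeded at 1000 cells/well, pin-dosed with compounds and incubated 16 h. Luciferase reagent was then added, and end-point luminescence was read after 10 min at room temperature.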
D2 potentiator = HTS Assay for Positive Allosteric Modulators of the Human D2 Dopamine Receptor: Primary Screen for Potentiators. potentiation, % at 10 µM. HEK293 T-REx D2, calcium flux, EC20 dopamine potentiation. 340,000 compounds, 0.34% hits. AID 485347, 2010;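 active means potentiation over 3 SD above the plate norm, cut at about 30% in these data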; further: 0% is about no effect
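Calcium flux readout, no-wash dye, 1 read/s. Inducible HEK293 Trex D2 line, overnight 30 C. Compound alone 180 s (agonist flags), then EC20 dopamine, another 180 s to score potentiation.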
D1 PAM = Potentiators of Human D1 Dopamine Receptor: qHTS. D(1A) dopamine receptor (Homo sapiens), P21728. HEK293 TREx D1 cells, calcium flux, dopamine EC20 potentiation. potentiation, % at 10 µM. 360,000 compounds, 0.036% hits; in the data active means potentiation above about 30%; further: 0% is about no effect
Target sequence (P21728 whole entry, looked up): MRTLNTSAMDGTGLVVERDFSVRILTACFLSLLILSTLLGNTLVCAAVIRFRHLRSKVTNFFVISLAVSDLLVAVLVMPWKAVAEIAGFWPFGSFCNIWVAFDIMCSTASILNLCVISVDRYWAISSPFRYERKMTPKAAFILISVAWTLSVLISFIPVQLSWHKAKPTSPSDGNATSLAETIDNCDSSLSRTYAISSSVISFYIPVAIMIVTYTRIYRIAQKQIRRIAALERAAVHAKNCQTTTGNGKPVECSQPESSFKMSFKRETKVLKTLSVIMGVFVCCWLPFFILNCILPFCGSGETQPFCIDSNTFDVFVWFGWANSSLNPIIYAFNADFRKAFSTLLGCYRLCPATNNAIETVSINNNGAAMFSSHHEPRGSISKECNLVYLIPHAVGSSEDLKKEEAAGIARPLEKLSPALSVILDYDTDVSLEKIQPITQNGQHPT
RXFP1 agonist = qHTS Assay for Agonists of the Relaxin Receptor RXFP1; 370,000 compounds, 0.3% hits; HEK293T-RXFP1 cAMP TR-FRET, 30 min; response scale: percent of porcine relaxin response, buffer zero; AID 2676, 2010; Potency, µM (top dose mostly 57.5 µM), for inactives: top-dose activation, usual class: activators; further: potency means the concentration at half of the fitted maximal effect; on the % scale 0 is the no-effect control and ±100 the full control effect; nearly all actives have a fitted effect of over 60% in size; many of its hits are not listed in these tables
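cAMP rise read by TR-FRET after 30 min, 37C compound exposure (up to 58 uM) in RXFP1-transfected HEK293 cells with Ro 20174 present. EC50 from Hill-equation fits, with 29 nM porcine relaxin as 100% and buffer as basal.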
Vif-APOBEC3F blk = qHTS for Inhibitors of Vif-A3F Interactions: qHTS | Potency, µM (highest dose often 46.1 µM), without a hit: at the highest dose activity, negative = active | AID 602313, 2012 | 390,000 compounds, 0.2% hits | HeLa A3F-eYFP + Vif (tagged APOBEC3F with the HIV-1 protein that degrades it), YFP fluorescence increase; further: potency means the concentration at half of the fitted maximal effect; % of control where 0% means no effect; nearly all actives have a fitted effect of over 65% in size
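Fluorescence increase (Ex 488/Em 500-530) after overnight compound treatment at 37 deg C flags inhibition of Vif-driven A3F-eYFP loss in stable HeLa A3F-eYFP/Vif cells seeded overnight beforehand.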
D1 antag = Antagonist of Human D 1 Dopamine Receptor: qHTS; 360,000 compounds, 3.2% hits; D(1A) dopamine receptor (Homo sapiens), P21728; activity change, negative = inhibition, % at 10 µM; HEK293 TREx D1 cells, calcium flux, dopamine EC80; hits give low values; in the data active means activity change below about -30%; further: on the % scale 0 is the no-effect control and ±100 the full control effect
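After overnight tetracycline induction at 30 C, force-coupled D1 HEK293 cells took up a no-wash calcium dye at room temperature. Compounds were added and monitored 180 s, and the response to EC80 dopamine was then recorded.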
Vif-A3G inh = qHTS for Inhibitors of Vif-A3G Interactions: qHTS; HeLa A3G-eYFP + Vif (tagged APOBEC3G with the HIV-1 protein that degrades it), YFP fluorescence, overnight; Potency, µM (doses to about 46.1 µM), for inactives: top-dose activity, negative = active, actives largely listed as inhibitors; 410,000 compounds, 0.076% hits; AID 602310, 2012;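 further: potency means the concentration at half of the fitted maximal effect; on the % scale 0 is the no-effect control and ±100 the full control effect; nearly all actives have a fitted effect of over 60% in size; hits raise eYFP signal because A3G escapes Vif-driven loss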
Target sequence (Q9HC16 whole entry, looked up): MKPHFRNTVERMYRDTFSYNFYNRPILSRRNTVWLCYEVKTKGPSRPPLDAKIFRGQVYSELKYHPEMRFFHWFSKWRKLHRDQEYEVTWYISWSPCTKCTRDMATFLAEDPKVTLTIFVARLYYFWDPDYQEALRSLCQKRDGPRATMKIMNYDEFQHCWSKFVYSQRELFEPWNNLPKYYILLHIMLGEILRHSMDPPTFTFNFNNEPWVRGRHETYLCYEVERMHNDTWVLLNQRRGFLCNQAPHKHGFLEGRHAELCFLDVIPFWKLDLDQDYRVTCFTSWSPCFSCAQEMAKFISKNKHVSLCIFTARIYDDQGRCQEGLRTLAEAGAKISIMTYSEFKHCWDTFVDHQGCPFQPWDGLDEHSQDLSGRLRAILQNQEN
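Read-out is eYFP fluorescence (Ex 488/Em 500-530) from Vif-expressing HeLa A3G-eYFP cells; more signal means A3G escaped Vif-mediated degradation. Cells plated overnight, compound pinned in, incubated overnight at 37 deg C.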
D1 ag = Allosteric Agonists of the Human D1 Dopamine Receptor: qHTS | 360,000 compounds, 1% hits | D(1A) dopamine receptor (Homo sapiens), P21728 | HEK293 T-REx D1 cells, calcium flux, agonist mode | activation, % at 2 µM; in the data active means activation above about 30%; further: 0% is about no effect
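Tetracycline-induced HEK293 TREx D1 cells, force-coupled to calcium signalling, were dye-loaded with a no-wash calcium kit. Compound was pin-added after a 10 s baseline. Fluorescence was read kinetically at 1 cycle/s for 180 s, with calcium rises flagged as agonism.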
LDHA inh = qHTS assay for inhibitors of human lactate dehydrogenase; 480,000 compounds, 0.15% hits; purified LDHA, NADH/diaphorase-resazurin fluorescence; hits give low values; activity change, % (values are at about 110 or 230 µM); in the data active means activity change below about -30%;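 further: plate controls were DMSO wells for no effect and wells without enzyme for full effect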
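Enzyme activity of human lactate dehydrogenase 5 (2 nM; 0.06 mM NADH, 0.2 mM pyruvate, 5 min, RT) is measured via a resazurin/diaphorase fluorescence readout of residual NADH.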
An asterisk follows results filed as active; x = no result given; & = joins results of further samples. Unless noted, the call rests on the fitted dose curve; in most records, active means well fitted curve in the direction sought with a large enough effect; inconclusive means small, poorly fitted or top-dose-only effect, or another doubt; inactive means no such curve, though single readings can be large; an effect the other way counts as inactive or inconclusive. Only part of the results is shown (hit frequency here may not be typical).

item	smiles	D2 potentiator	RXFP1 agonist	D1 antag	Vif-A3G inh	D1 ag
1	COc1cccc(C2=CC(=O)C[C@H](c3ccc4c(c3)OCO4)C2)c1OC	3	-0.3%	x	-6%	3
2	COCCc1nc2ccc(C(=O)NCc3cccc(-n4cccn4)c3)cc2o1	5	1.7%	-7	4%	3
3	O=C(NC1CC1)c1ccc2c(c1)NC(=O)c1ccccc1S2	6	-1.4%	-8	x	3
4	O=C1NC(c2ccc(Cl)c([N+](=O)[O-])c2)Nc2ccccc21 (centres undefined)	-6	3.3%	0	-7%	2
5	COc1ccc(S(=O)(=O)Nc2cc(C)on2)cc1NC(C)=O	-1	0.3%	-9	1%	2
6	COc1cccc(OC)c1C(=O)NCCc1sc(-c2cccc(F)c2)nc1C	-10	3.3%	8	-2%	-2
7	Cn1c(C(C#N)/C(=N\S(=O)(=O)c2cccs2)c2ccccc2)nc2ccccc21 (centres undefined)	-3	6.5%	15	-1%	2
8	COc1ccc2c(c1)CCc1c(C(=O)Nc3cc(C)ccc3O)noc1-2	12	-4.2%	-14	3%	1
9	Cc1ccc(NC(=O)c2cn(CCC#N)nc2-c2cccs2)c([N+](=O)[O-])c1	2	1.5%	-25	-1%	4
10	CCOC(=O)C1=C(O)C(=O)N(Cc2cccnc2)C1c1ccc(OC)cc1 (centres undefined)	-10	4.4%	x	-7%	-1

item	LDHA inh	Vif-APOBEC3F blk	GRP78 ERSR act	D1 PAM
1	-4	-12%	6%	-7
2	0	-3%	1%	0
3	x	x	x	7
4	-9	2%	-6%	-3
5	-17	-6%	-3%	2
6	5	-1%	2%	-2
7	-16	5%	-1%	-1
8	3	-9%	-1%	0
9	-4	-3%	1%	-8
10	-6	-7%	-3%	-4

The last three entries of the part before open the next one:
item	smiles	D2 potentiator	RXFP1 agonist	D1 antag	Vif-A3G inh	D1 ag
8	COc1ccc2c(c1)CCc1c(C(=O)Nc3cc(C)ccc3O)noc1-2	12	-4.2%	-14	3%	1
9	Cc1ccc(NC(=O)c2cn(CCC#N)nc2-c2cccs2)c([N+](=O)[O-])c1	2	1.5%	-25	-1%	4
10	CCOC(=O)C1=C(O)C(=O)N(Cc2cccnc2)C1c1ccc(OC)cc1 (centres undefined)	-10	4.4%	x	-7%	-1
11	Cc1cc(C)c(NC(=O)CSc2nccn2Cc2ccco2)c(C)c1	14	2.1%	13	2%	0
12	COc1ccc(OC)c(NC(=O)CSc2ncccc2C(=O)O)c1	x	-0.1%	-5	-1%	2
13	Cc1ccc(-n2c(C)cc(C)c(C#N)c2=O)cc1Cl	-8	2.1%	1	1%	3
14	CCn1ccnc1CN(C)Cc1cn(-c2ccc(C)cc2)nc1-c1ccc(F)cc1	3	-1.0%	28	2%	0
15	C(=N\Nc1nc2ccccc2s1)/c1cccs1	-3	-0.8%	2	-9%	1
16	CCCNC(=O)C1CCCN(S(=O)(=O)c2ccc3c(c2)CC(C)N3C(=O)C2CC2)C1 (centres undefined)	-12	0.2%	-20	-1%	0
17	CCOC(=O)c1cnc(-n2nc(C)cc2C)nc1NC1CCCC1	16	-2.2%	5	-2%	48*
18	CCOc1ccc(NC(=S)Nc2ccc(OCC)cc2)cc1	3	1.4%	-6	2%	0
19	O=C(Nc1nc2cc(Cl)ccc2s1)C1CCCN(S(=O)(=O)c2cccc3cccnc23)C1 (centres undefined)	x	-0.7%	15	-13%	3
20	CCOc1cc(NC(=O)c2ccco2)c(OCC)cc1NC(=O)Cc1cccc(OC)c1	x	0.5%	-13	-1%	1

item	LDHA inh	Vif-APOBEC3F blk	GRP78 ERSR act	D1 PAM
8	3	-9%	-1%	0
9	-4	-3%	1%	-8
10	-6	-7%	-3%	-4
11	-6	1%	-2%	1
12	-1	5%	-4%	-2
13	-8	-7%	-4%	1
14	0	-28%	-2%	1
15	7	5%	2%	1
16	-2	-1%	-1%	-3
17	2	-14%	-5%	-2
18	4	-29%	-2%&-1%	-4
19	-10	1%	-6%	0
20	6	3%	-3%	-7

(list continues)
item	smiles	D2 potentiator	RXFP1 agonist	D1 antag	Vif-A3G inh	D1 ag
21	O=C(COC(=O)c1ncc(Cl)c(Cl)c1Cl)Nc1ccccc1OC(F)F	7	-0.8%	-4	3%	8
22	C/C=C/c1ccc(OCC(=O)Nc2ccc(OC)c(OC)c2)c(OC)c1	3	0.3%	-38*	3%	4
23	O=C(NCC1CCCN(Cc2cccc(F)c2)C1)c1cccc2ccccc12 (centres undefined)	-23	0.6%	16	4%	6
24	COc1ccc(Cl)cc1C(=O)NNC(=O)CSc1nnnn1C	3	2.5%	-9	2%	2
25	Cc1ccccc1C1CC(=O)c2ccccc2C1C (centres undefined)	x	x	x	-16%	x
26	Cc1cc2nnc(SCC(=O)Nc3cccc(S(=O)(=O)N4CCOCC4)c3)n2c2ccccc12	-1	-0.9%	9	2%	0
27	CN(c1ccc(C(=O)N2CCOCC2)cc1)S(=O)(=O)c1ccc(Cl)cc1	-5	-0.6%	-7	0%	6
28	CCC(C)N(C)Cc1cccc(C2(O)CCN(S(=O)(=O)c3ccc(F)c(C)c3)CC2)c1 (centres undefined)	2	0.9%	8	4%	6
29	O=C(Nc1ccc(OC(F)F)cc1)c1cc[n+]([O-])cc1	19	4.7%	6	1%	1
30	CCc1nnc(NC(=O)c2ccc(NS(=O)(=O)c3ccccc3)cc2)s1	6	1.0%	-1	-2%&-3%	3

item	LDHA inh	Vif-APOBEC3F blk	GRP78 ERSR act	D1 PAM
21	-9	-4%	-5%	-4
22	-1	14%	-4%	-4
23	-1	2%	-3%	11
24	0	5%	-2%	-4
25	2	-7%	-2%	x
26	-7	5%	-4%	11
27	-10	9%	-3%	-1
28	-3	-23%	0%	-1
29	-6	2%	1%	-1
30	0&-9	-6%	-1%&-3%	-2

(continued)
item	smiles	D2 potentiator	RXFP1 agonist	D1 antag	Vif-A3G inh	D1 ag
31	CC(C)=CCC/C(C)=C/CC/C(C)=C/CC/C(C)=C/CC1=C(C)C(=O)c2ccccc2C1=O	15	-2.1%	-10	-3%	0
32	N#CCCN(C(=O)COc1ccc(F)cc1Br)c1ccccc1F	-2	-2.6%	3	1%	4
33	O=C(N/N=C\c1cccs1)c1sccc1-n1cccc1	x	3.3%	17	-10%	2
34	COc1ccc(-c2nnn(CC(=O)OC3CCCCC3)n2)cc1OC	-6	-0.8%	-13	1%	6
35	Cc1sc2ncnc(SCC(=O)NC3CC3)c2c1C	20	5.6%	3	-2%	1
36	O=S(=O)(c1ccccc1)n1ccc(-c2cnc(-c3ccccc3)s2)n1	x	1.1%	x	1%	x
37	CC(C)(C)C(=O)Nc1ccc(C(=O)COC(=O)C2=COCCO2)cc1	-5	-2.3%	-4	2%	4
38	O=C(CSc1ncccn1)Nc1ccc2c(c1)OCO2	x	x	x	2%	x
39	CC1(C)CC(=O)C=C(Nc2ccccc2C#N)C1	x	-4.6%	-20	-8%	-2
40	Cc1nn(CC(=O)NCCCN2CCCCC2)c(=O)c2cccn12	-4	3.1%	-6	0%	1

item	LDHA inh	Vif-APOBEC3F blk	GRP78 ERSR act	D1 PAM
31	6	7%	-2%	-2
32	-10	4%	-1%	-5
33	-4	7%	4%	-5
34	-5	-2%	1%	-2
35	-4	-4%	-6%	4
36	7	1%	12%	x
37	-4	-6%	-1%	2
38	-1	-4%	0%	x
39	-4	0%	-6%	-1
40	0	3%	-3%	2

Compounds shown so far containing a furan ring, fused or not, in the order listed:
item	smiles	D2 potentiator	RXFP1 agonist	D1 antag	Vif-A3G inh	D1 ag
11	Cc1cc(C)c(NC(=O)CSc2nccn2Cc2ccco2)c(C)c1	14	2.1%	13	2%	0
20	CCOc1cc(NC(=O)c2ccco2)c(OCC)cc1NC(=O)Cc1cccc(OC)c1	x	0.5%	-13	-1%	1

item	LDHA inh	Vif-APOBEC3F blk	GRP78 ERSR act	D1 PAM
11	-6	1%	-2%	1
20	6	3%	-3%	-7

(further entries)
item	smiles	D2 potentiator	RXFP1 agonist	D1 antag	Vif-A3G inh	D1 ag
41	O=C1c2ccccc2C(=O)N1CCOc1ccccc1Br	12	0.5%	3	0%	1
42	CCCN1C(=O)C2(c3ccccc31)c1c(oc3ccc(C)cc3c1=O)C(=O)N2CCOC (centres undefined)	5	-0.9%	-25	-2%	-1
43	CC(=O)N1CCCc2ccc(NS(=O)(=O)c3ccc(F)cc3F)cc21	-1	-0.6%	8	3%	9
44	O=C(OCc1csc(-c2ccccc2)n1)c1ccc(O)cc1	4	-0.6%	-6	1%	6
45	COC(=O)CNC(=O)C1CCN(c2nc(C)cc(C)n2)CC1	-8	1.7%	5	0%	7
46	O=C(CC(c1ccccc1)c1ccccc1)Nc1ncn[nH]1	24	0.6%	-36*	1%	1
47	CCc1ccc(NC(=S)N(Cc2cccc(Br)c2)CC2CCC(C(=O)O)CC2)cc1 (centres undefined)	10	-1.2%	17	2%	1
48	COc1cccc2c(=O)c3c([nH]c12)OC(C)(C)C3	x	x	x	-8%	x
49	CCc1n[nH]c(=S)n1/N=C/c1ccc2c(c1)OCO2	11	1.8%	9	0%	0
50	COc1ccc(-n2c(SCC(=O)Nc3cccc(S(N)(=O)=O)c3)nc3ccccc3c2=O)cc1OC	-1	0.1%	5	1%	0
51	CCn1nc(C)cc1C(=O)N1CCCC(Nc2ccc(C(C)C)cc2)C1 (centres undefined)	6	0.9%	5	0%	2

item	LDHA inh	Vif-APOBEC3F blk	GRP78 ERSR act	D1 PAM
41	-1	-1%	2%	6
42	-6	6%	0%	-2
43	-5	5%	-1%	0
44	-9	-2%	7%	3
45	-4	3%	-4%	-2
46	1	1%	0%	-5
47	-2	7%	2%	0
48	2	-17%	-4%	x
49	1	-2%	-5%	-3
50	-6	5%	-2%	-1
51	2	-1%	-5%	-3
